# From PubChem BioAssay
# UBC13 polyUb – inhibitors of human UBC13 polyubiquitin chain formation; P61088; AID 485273; TR-FRET; hit rate 0.47% among 330,000; inhibition, % at 20 µM; in the data active = inhibition above about 45%, passing the limit was not always enough
# Target sequence (P61088 whole entry, looked up): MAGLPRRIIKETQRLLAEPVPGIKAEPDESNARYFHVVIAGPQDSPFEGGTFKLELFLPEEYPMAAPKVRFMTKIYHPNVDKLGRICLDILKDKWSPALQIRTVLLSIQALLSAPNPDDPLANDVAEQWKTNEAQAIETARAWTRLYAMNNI
# HKDC1 inh – inhibitors of human hexokinase HKDC1 | AID 493160 | inhibition, % at 20 µM | hit rate 0.16% among 340,000 | recombinant HKDC1, G6PDH/diaphorase resazurin coupled fluorescence | Q2TB90;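 active = inhibition above about 35% when tested at 20 µM, limit read from the data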;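 note: plate controls were DMSO wells with enzyme for no effect and DMSO wells lacking enzyme for full effect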
#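 test system = in-house recombinant HK5 (HKDC1) enzyme | amount = HKDC1 at 5 µg/mL | control set = DMSO-enzyme wells negative, buffer-substituted wells positive | compound = one dose of 20 µM, 1% DMSO | schedule = reaction time 90 min, room temperature, protected from light | technique = resorufin fluorescence at 613 nm | reagent = glucose with 1 mM ATP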
# SENP7 block – SENP7 protease inhibition; hit rate 1.5% among 330,000; recombinant SENP7, Z-RLRGG-aminoluciferin luminescence, 40 min; inhibition, % at 5 µM;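 active = inhibition above about 50% at the single test dose, limit read from the data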;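 note: plate controls were DMSO with enzyme for no effect and no enzyme buffer wells for full effect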
# Target sequence (Q9BQF6 706-1050 limits assumed): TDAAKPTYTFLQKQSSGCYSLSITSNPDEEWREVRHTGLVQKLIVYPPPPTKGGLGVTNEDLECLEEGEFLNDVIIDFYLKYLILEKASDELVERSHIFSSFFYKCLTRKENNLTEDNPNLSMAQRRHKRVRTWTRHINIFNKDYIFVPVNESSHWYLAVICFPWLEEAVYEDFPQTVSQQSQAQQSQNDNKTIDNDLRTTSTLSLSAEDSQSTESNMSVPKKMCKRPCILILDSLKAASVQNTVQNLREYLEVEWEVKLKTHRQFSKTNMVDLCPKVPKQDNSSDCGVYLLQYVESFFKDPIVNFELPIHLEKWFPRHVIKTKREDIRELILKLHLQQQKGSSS
# Apaf-1 inh – blocks human Apaf-1 apoptosome activity | reconstituted apoptosome caspase-3 activity, DEVD-Rh110 fluorescence | inhibition, % at 20 µM | hit rate 0.71% among 330,000; active = inhibition of at least 40% at 20 µM;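 note: plate controls were DMSO wells for no effect and DEVD-CHO caspase inhibitor wells for full effect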
#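 Medium: Hepes buffer, pH 7.5 / System: biochemical Apaf-1 apoptosome reconstitution / Measured by: Rh110 fluorescence, excitation 480 nm, emission 540 nm / Times: compound with Apaf-1, dATP, procaspase-3 30 min, then 50 min reaction, room temperature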
# Jurkat NFkB inh – lowers PMA/ionomycin-induced NF-kB signal in Jurkat cells. PMA/ionomycin-induced NF-kB luciferase reporter, luminescence. inhibition, % at 4 µM. hit rate 0.53% among 330,000
# Gli-Sufu block – antagonists of Gli-Sufu signaling; Sufu-KO-LIGHT fibroblasts, Gli luciferase reporter luminescence; inhibition, % at 5 µM; hit rate 0.74% among 340,000; AID 588413;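 active = inhibition above about 55%, limit read from the data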;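 note: 0% = DMSO-treated cells and 100% = wells with medium but no cells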
# 697 NFkB inh – lowers PMA/ionomycin-induced NF-kB signal in 697 B cells; 697 B-cell NF-kB luciferase reporter, 16 h; inhibition, % at 4 µM; hit rate 0.33% among 330,000; AID 435022; in the data active = inhibition above about 35%
# SENP8 inh – inhibitors of human SENP8 protease. Q96LD8. purified SENP8, Z-RLRGG-aminoluciferin cleavage, luminescence. inhibition, % at 10 µM. hit rate 1.2% among 330,000. AID 2540
# Target sequence (Q96LD8 whole entry, looked up): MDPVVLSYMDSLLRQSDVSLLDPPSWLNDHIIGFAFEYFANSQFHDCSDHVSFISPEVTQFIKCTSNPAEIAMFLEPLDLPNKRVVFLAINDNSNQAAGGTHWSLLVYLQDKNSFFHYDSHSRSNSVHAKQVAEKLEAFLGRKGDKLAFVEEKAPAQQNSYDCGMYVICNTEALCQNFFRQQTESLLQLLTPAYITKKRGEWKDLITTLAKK
# Numbers without * were called inactive; · = no result given. Cut-off read from the data, not from the text of the source, unless noted: active = inhibition above about 50%; inactive = the rest.
mol,UBC13 polyUb,SENP7 block,697 NFkB inh,SENP8 inh,HKDC1 inh,Jurkat NFkB inh,Apaf-1 inh,Gli-Sufu block
COC(=O)c1cc(C(=O)c2cc(F)ccc2O)cn2c(=O)c3c(C)c(C)sc3nc12,-9,1,15,-2,0,15,-16,19
COCCNC(=O)C(=O)Nc1ccc(Cl)cc1C,6,-3,1,-1,-6,-7,-15,-18
CCn1nnc(NC(=O)c2cccc(-c3cc4ccccc4oc3=O)c2)n1,27,3,-38,-1,-5,-9,-8,-62
CCOC(=O)c1[nH]c(C)c(C(=O)OCC(=O)NCc2ccc(Cl)cc2)c1C,-6,2,19,-3,-6,5,-9,2
O=C(COC(=O)CCC(=O)c1ccc(F)cc1)NCc1ccccc1Cl,11,-4,14,6,-2,1,0,-2
CC(=O)c1cc(F)c(N2CCN(CCC#N)CC2)cc1C,-7,-5,-8,-6,-5,13,-456,1
CCC(=O)N1CCn2c1nc1ccccc12,-5,-4,5,-10,-3,-5,4,1
CCC(O)C1CCN(C(=O)c2cc(COc3ccc(F)cc3F)on2)CC1 (centres undefined),4,2,-27,-3,-4,-2,-7,4
CCOc1cc(/C=N/NC(=O)c2ccccc2OCc2ccc(F)cc2)ccc1O,-14,7,16,4,-7,-3,8,-2
N#Cc1ccc(-c2ccc(F)cc2)nc1Sc1ccccc1,3,-1,15,-6,-6,-7,-1,1
CC(C)CN1CCC(=O)N([C@H](CSc2ccccc2)Cc2ccccc2)CC1,11,-1,6,4,-2,10,9,-6
C/C(=N\NC(=O)Cc1ccccc1[N+](=O)[O-])c1cccnc1,0,2,-32,-1,-2,-13,8,4
COc1ccc(-c2cc(C(=O)Nc3ccc(C(N)=O)cc3)c3ccccc3n2)cc1,17,6,-75,-7,-4,-41,14,-63
CCN1CCN(CCNC(=O)CCc2c(C)c3c(C)nn(-c4ccccc4)c3n(C)c2=O)CC1,10,7,-3,-3,-2,-11,28,7
CCn1nnc(NC(=O)c2ccc(Br)o2)n1,-2,-2,6,-4,2,1,-7,12
Cc1occc1-c1nnc(SCC(=O)c2ccc(F)cc2)o1,2,6,0,-8,-5,-19,16,-5
CCCc1nnc(NC(=O)CCC(=O)N2CCN(Cc3ccc(OC)c(F)c3)CC2)s1,4,-4,-2,25,1,2,1,7
CCOC(=O)/C(N=Nc1ccc2c(c1)OCO2)=C(\C)O,-1,21,-71,15,-4,-84,-8,-85
COc1ccc(C(C(=O)NC2CCCC2)N(C(=O)c2ccco2)c2cccc(C(C)=O)c2)cc1OC (centres undefined),-4,3,-2,-1,-1,-2,-1,-31
CN(C)C(=S)NC(C)(C)C,1,4,-3,1,-2,-22,-14,4
Cc1nc2ccc(NC(=O)c3ccc(S(=O)(=O)N4CCOCC4)cc3)cc2s1,-10,-8,-51,-10,3,-4,9,-1
O=C(CN1C(=O)C2CC=CCC2C1=O)Nc1nnc(C2CC2)s1 (centres undefined),4,3,17,-2,1,-3,-10,·
COc1ccc(-n2c(=O)cc(N3CCN(c4ccccc4)CC3)[nH]c2=O)cc1,-13,-13,-8,-4,2,-17,2,7
O=C(C1CCN(Cc2ccccc2O)CC1)N1CCN(Cc2ccc3c(c2)OCO3)CC1,8,-4,13,-10,-3,12,-19,22
CCn1ncc(CN2CCCC(C(=O)Nc3cccc(-c4cc5ccccc5[nH]4)c3)C2)c1C (centres undefined),14,-7,-4,-14,3,3,18,26
Cc1cc2cc(C(c3nnnn3Cc3ccco3)N3CCc4ccccc4C3)c(=O)[nH]c2cc1C (centres undefined),-7,5,1,-1,8,-6,41*,8
CN1c2ccsc2C(O)=C(C(=O)Nc2ccccc2)S1(=O)=O,-2,5,24,5,0,12,2,3
COC(=O)C1=C(C)n2nnnc2NC1c1cc2ccccc2o1 (centres undefined),13,8,-14,4,4,-1,-7,-7
COC(CNS(=O)(=O)c1ccc(S(=O)(=O)N2CCCC2)cc1)OC,-9,-8,-3,-3,-4,-2,-8,-10
O=C1CN(CC(=O)Nc2ccc(Cl)cc2)CCN1,5,1,12,-6,-7,-5,-7,-2
CN(CC(=O)N1CCCC1)S(=O)(=O)c1ccc(Cl)cc1,7,7,-8,4,-8,14,-8,7
COc1ccc(C(CC(=O)N2CCCCC2)c2c(O)cc(OC)cc2OC)cc1 (centres undefined),8,-17,3,-13,-5,14,23,27
CSCCC(NC(=O)c1ccccc1)C(=O)Nc1ccncc1 (centres undefined),11,1,21,-1,-2,0,-1,0
O=C(NCCN1CCOCC1)c1ccccc1N1C(=O)[C@@H]2Cc3c([nH]c4ccccc34)C(c3ccc(F)cc3)N2C1=O (some centres undefined),6,-12,5,-7,-1,-2,0,-8
CC1=C(C(N)=O)C(c2ccco2)C(C(N)=O)=C(C)N1,-2,4,16,2,0,7,6,9
COc1ccc(-c2noc(CN(C(=O)c3ccc(OC(C)=O)cc3)C(C)C)n2)cc1OC,-4,-5,-10,-10,-12,-20,8,4

# Compound profiles, from the list above. Values in the order: UBC13 polyUb, SENP7 block, 697 NFkB inh, SENP8 inh, HKDC1 inh, Jurkat NFkB inh, Apaf-1 inh, Gli-Sufu block
# Shown for `CC1=C(C(N)=O)C(c2ccco2)C(C(N)=O)=C(C)N1` = -2, 4, 16, 2, 0, 7, 6, 9
# Shown for `CCn1ncc(CN2CCCC(C(=O)Nc3cccc(-c4cc5ccccc5[nH]4)c3)C2)c1C` (centres undefined) = 14, -7, -4, -14, 3, 3, 18, 26
# Shown for `CSCCC(NC(=O)c1ccccc1)C(=O)Nc1ccncc1` (centres undefined) = 11, 1, 21, -1, -2, 0, -1, 0
# Shown for `COc1ccc(-c2noc(CN(C(=O)c3ccc(OC(C)=O)cc3)C(C)C)n2)cc1OC` = -4, -5, -10, -10, -12, -20, 8, 4
# Shown for `CN1c2ccsc2C(O)=C(C(=O)Nc2ccccc2)S1(=O)=O` = -2, 5, 24, 5, 0, 12, 2, 3

# (continued)
mol,UBC13 polyUb,SENP7 block,697 NFkB inh,SENP8 inh,HKDC1 inh,Jurkat NFkB inh,Apaf-1 inh,Gli-Sufu block
CCOC(=O)c1ccc(Oc2nc(NC)nc(SC)n2)cc1,-3,-6,-26,-6,-6,-3,9,8
Cc1ccc(/C=N/N2CCCCC2)o1,-5,7,1,-8,-8,-6,6,3
NS(=O)(=O)c1ccc(CCNC(=O)c2cc(-c3ccc(Br)cc3)nc3ccccc23)cc1,5,-5,-5,-9,-5,-17,1,2
CC/C(=N\NC(=O)c1ccc(Br)cc1)c1ccccc1,3,-6,8,-10,-5,-18,-4,-19
O=C(NCC(F)(F)F)N1CCOCC1,-1,4,-5,-8,-2,-3,7,-4
FC(F)(F)c1nc2ccccc2c2nc3ccccc3n12,8,-15,-23,-4,-5,-45,9,-4
COc1cc(C2C(C(=O)c3cccs3)=C(O)C(=O)N2CCN2CCOCC2)ccc1OCCC(C)C (centres undefined),-2,9,-10,-4,2,11,7,1
O=C(COC(=O)/C=C/c1cccs1)Nc1cccc(S(=O)(=O)N2CCCC2)c1,-7,9,11,3,-7,-4,2,-1
OCCOCCn1c(C(CO)Nc2nc(-c3ccccc3Br)cs2)nc2ccccc21 (centres undefined),11,1,11,-2,-5,-1,5,8
CCCCN(C(=O)Cc1ccc(S(=O)(=O)N2CCOCC2)s1)c1ccccc1,2,5,-19,-4,2,1,17,3
CC1(C)CC(C#N)(N2CCOCC2)CCO1 (centres undefined),-2,1,21,-8,-15,4,-3,3
O=C(CSc1ccc(-c2ccco2)nn1)N1CCCCC1,-22,-5,20,-8,-2,-17,1,-15
CC(C)c1ccc(N2C(=O)CC(Sc3ncccn3)C2=O)cc1 (centres undefined),-4,1,7,0,2,-4,-2,-8
CN(C)c1nc(N)nc(CSc2nc3cc(Cl)ccc3o2)n1,-6,-7,-130,-6,-7,-25,4,-22
CCO[C@@H]1OC(C(=O)N2CCN(Cc3ccccc3)CC2)=C[C@H](c2csc3ccccc23)[C@H]1CCCO,43,-2,-1,1,4,-3,20,29
CCN1CCN(Cc2c(C(=O)N/N=C(\C)c3ccc(Cl)cc3)nnn2-c2nonc2N)CC1,8,3,0,9,-6,-8,-10,-5
CCN1CCCC1CNC1=NCCCCC1 (centres undefined),5,-4,11,7,-4,0,9,7
Cc1ccc2nc(SCC(=O)Nc3cc(C(C)(C)C)nn3-c3ccccc3)[nH]c2c1,-4,-13,-14,-7,-3,-4,25,15
Cc1ccc(-c2c(C(=O)NNC(=S)NCC3CCCO3)csc2C)cc1 (centres undefined),-14,3,-5,-4,-9,7,12,2
CCc1ccc(N=c2c([N+](=O)[O-])nn(-c3ccccc3)n2O)cc1,-27,-3,-7,-1,13,-25,-1,-25
O=C(NCCCN1CCCC1=O)c1ccccc1NS(=O)(=O)c1ccc(Br)cc1,-3,0,17,0,0,13,7,9
CNC(=O)CSc1nnc(C(C)C)n1C,0,-1,1,-2,-13,13,-9,-2
CC(=O)c1ccc(N(CC(=O)NC2CCS(=O)(=O)C2)S(=O)(=O)c2ccc(Cl)cc2)cc1 (centres undefined),0,2,16,5,-8,7,-11,-5
CC(C)c1ccc(N2C(=O)CSC23C(=O)N2CCCc4cccc3c42)cc1 (centres undefined),10,-7,9,-5,-6,4,0,0
O=C(Nc1ccccc1)c1ccc(CSc2ccccn2)cc1,-2,98*,10,93*,-4,-129,-8,20
Cc1nc2ccccc2cc1C(=O)NCc1ccccc1,-4,3,-37,-2,-3,0,-15,7
Cc1ccccc1Oc1ncnc(N)c1[N+](=O)[O-],1,5,2,2,-4,-3,-4,10
Cc1ccc(S(=O)(=O)Nc2cccc(-c3ccc(N4CCCCCC4)nn3)c2)cc1C,-8,5,-83,-10,2,-47,19,-3
Cc1ccc(C(=O)CNc2ccccc2C)cc1,-4,-2,7,-5,5,-3,-1,-8
Fc1cccc(/C=N/Nc2ccc3ccccc3n2)c1,5,95*,-282,91*,0,-90,18,-133
CCc1cc(C(=O)N/N=C/c2ccc(O)cc2O)c2ccccc2n1,-14,8,-50,-2,-36,14,-8,13
COc1ccc(CC(=O)Nc2ccc3c(c2)CCC3)cc1,9,-1,-6,-10,8,-6,1,-4
Cc1nn2c(NCCCN3CCOCC3)c3c(nc2c1-c1ccccc1)CCC3,15,-4,-21,-2,2,-21,15,12
O=C(/C=C/c1ccco1)Nc1nc(-c2ccc(F)c(F)c2)cs1,18,-5,-96,-10,-7,-6,-19,58*
O=C(CSc1ccc(-c2cccs2)nn1)c1cccs1,14,3,-24,-6,-2,-25,-5,-36
COc1cc(C(=O)Nc2nc(-c3ccc(Cl)cc3)c(C)s2)ccc1OCC(=O)Nc1ccc(F)cc1,22,6,1,-3,-6,-1,13,30
Cc1cnc(NC(=O)c2ccc(-c3ccc([N+](=O)[O-])cc3)o2)s1,-20,5,6,-2,-4,28,-8,7
COc1ccc(C(CNC(=O)COc2c(C)cc(C)cc2C)N2CCOCC2)cc1 (centres undefined),51*,5,-6,-7,-8,-2,66*,5
O=C(NC1CCCCCC1)C1CCN(C(=O)c2ccc(Cl)cc2)CC1,4,2,6,-2,4,-13,-2,7
O=C(NC(=S)NNC(=O)c1cccs1)c1ccc(Br)o1,-20,-20,-18,-7,2,1,-1,4
CCOc1ccccc1N(CC(=O)NC1CCCC1)C(=O)CCCC(=O)Nc1ccccn1,-15,-4,6,-5,-9,0,1,-20

# Given as labelled records: part of the list above
SMILES: Cc1cnc(NC(=O)c2ccc(-c3ccc([N+](=O)[O-])cc3)o2)s1
  UBC13 polyUb = -20; SENP7 block = 5; 697 NFkB inh = 6; SENP8 inh = -2; HKDC1 inh = -4; Jurkat NFkB inh = 28; Apaf-1 inh = -8; Gli-Sufu block = 7
SMILES: COc1ccc(C(CNC(=O)COc2c(C)cc(C)cc2C)N2CCOCC2)cc1 (centres undefined)
  UBC13 polyUb = 51*; SENP7 block = 5; 697 NFkB inh = -6; SENP8 inh = -7; HKDC1 inh = -8; Jurkat NFkB inh = -2; Apaf-1 inh = 66*; Gli-Sufu block = 5
SMILES: O=C(NC1CCCCCC1)C1CCN(C(=O)c2ccc(Cl)cc2)CC1
  UBC13 polyUb = 4; SENP7 block = 2; 697 NFkB inh = 6; SENP8 inh = -2; HKDC1 inh = 4; Jurkat NFkB inh = -13; Apaf-1 inh = -2; Gli-Sufu block = 7
